Tau fibril ThT – tau fibrillization inhibition (ThT binding); 2.1% of 270,000 active; AID 1460; recombinant tau K18 P301L (four-repeat tau fragment), heparin-induced fibrillization, ThT fluorescence; Potency, µM (top dose mostly 57.4 µM), for inactives: top-dose activity, negative = inhibition, actives largely listed as inhibitors; P10636; also: nearly all actives have a fitted effect of over 55% in size
Target sequence (P10636 561-689 P618L limits assumed): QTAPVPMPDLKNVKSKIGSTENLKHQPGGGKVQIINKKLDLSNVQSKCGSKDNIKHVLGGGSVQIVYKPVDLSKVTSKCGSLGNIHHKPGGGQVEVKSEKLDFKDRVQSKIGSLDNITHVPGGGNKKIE
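Recombinant human tau K18 fragment […] carrying P301L, 15 uM unlabeled plus 0.24 uM Alexa 594-labeled, was fibrillized with 20 uM heparin in 100 mM sodium acetate pH 7 for 6 hr at 37 C; 30 uM ThT fluorescence read after 1 hr.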
TexasRed fluor – Texas Red fluorescence interference in TRb-SRC2 counter-screen; 0.29% of 280,000 active; TRb/SRC2 Texas Red total fluorescence interference; AID 1479; Potency, µM (top dose mostly 106 µM), without a hit: at the highest dose fluorescence change, negative = quenching; active = well fitted curve in either direction with a large enough effect; inconclusive = small, poorly fitted or top-dose-only effect
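Human TRβ ligand-binding domain (0.6 uM) and Texas Red SRC2 peptide (20 nM) in Tris buffer with 1 uM T3 and 5% DMSO were incubated with pinned compound for 5 hr at ambient temperature. Total fluorescence was computed as S + 2P (555/632 nm).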
TRb-SRC2 inh – inhibitors of human thyroid hormone receptor beta-SRC2 interaction. 0.065% of 280,000 active. P10828. Potency, µM (doses to about 106 µM), inactives show at the highest dose activity change, negative = inhibition, hits mostly inhibitors. TRbeta-SRC2 peptide binding, fluorescence polarization; receptor liganded with 1 µM T3;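 also: plate controls were bound peptide for no effect and peptide without receptor for full effect; nearly all actives have a fitted effect of over 50% in size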
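Assay buffer: 20 mM Tris-HCl, 100 mM NaCl, 10% glycerol, 1 mM EDTA, 0.01% NP-40, 1 mM DTT, 1 uM T3, 5% DMSO; TRb LBD 0.6 uM, Texas Red SRC2 20 nM; FP after 5 hr.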
L3MBTL1 inh – blocks human L3MBTL1; AlphaScreen L3MBTL1–H3K9me1 peptide binding; Potency, µM (series often up to 57.1 µM), without a hit: at the top dose activity, negative = inhibition, actives largely listed as inhibitors; 0.66% of 230,000 active; AID 485360; also: nearly all actives have a fitted effect of over 60% in size
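Read-out is AlphaScreen signal from streptavidin donor and nickel chelate acceptor beads (10 ug/mL final each) bridging L3MBTL1 (50 nM) and biotinylated K9-monomethylated H3(1-15) peptide (75 nM), after 30 min compound exposure at room temperature.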
Tau fibril FP – tau fibrillization inhibition (FP) | P10636 | K18 P301L tau heparin fibrillization, Alexa594 FP, 6 h | Potency, µM (series often up to 57.7 µM), without a hit: top-dose activity, negative = inhibition, actives largely listed as inhibitors | 0.39% of 280,000 active | AID 1468; also: nearly all actives have a fitted effect of over 55% in size
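Quantitative HTS format: compounds meet 15 uM recombinant K18 P301L tau and Alexa 594-tau tracer in 100 mM sodium acetate pH 7; 20 uM heparin triggers fibrillization at 37 C over 6 hr; FP gives the signal.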
RECQ1 inh – blocks DNA unwinding by human RECQ1 | 0.54% of 240,000 active | RECQ1 DNA unwinding, red fluorescence kinetic read | Potency, µM (top dose mostly 57.3 µM), without a hit: at the highest dose activity, negative = inhibition, hits mostly inhibitors;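 also: plate controls were vehicle for no effect and no enzyme for full effect; nearly all actives have a fitted effect of over 30% in size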
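50 nM RECQ1T1 preincubated 15 min with compound in Tris pH 8.0 buffer with MgCl2, DTT, Tween-20 and 2.5 ug/ml poly(dI-dC); started with 200 nM TAMRA/BHQ-2 forked duplex and 2 mM ATP. Unwinding read as fluorescence (525/598 nm), two reads 2 h apart.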
JMJD2E inh – blocks human JMJD2E demethylase activity. 1.6% of 230,000 active. B2RXH2. JMJD2E catalytic domain, FDH-coupled NADH fluorescence (FDH is formaldehyde dehydrogenase). AID 2147. Potency, µM (series often up to 57.1 µM), for inactives: at the top dose activity change, negative = inhibition, hits mostly inhibitors; active = well fitted inhibition curve with a large enough effect, not every such curve was filed as active; inconclusive = small, poorly fitted or top-dose-only effect, or another doubt; inactive = no such curve, though single readings can be large or run the other way;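 also: 0% = wells with enzyme and -100% = buffer wells without enzyme; nearly all actives have a fitted effect of over 50% in size; many of its hits are not listed in these tables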
Target sequence (B2RXH2 1-337 limits assumed): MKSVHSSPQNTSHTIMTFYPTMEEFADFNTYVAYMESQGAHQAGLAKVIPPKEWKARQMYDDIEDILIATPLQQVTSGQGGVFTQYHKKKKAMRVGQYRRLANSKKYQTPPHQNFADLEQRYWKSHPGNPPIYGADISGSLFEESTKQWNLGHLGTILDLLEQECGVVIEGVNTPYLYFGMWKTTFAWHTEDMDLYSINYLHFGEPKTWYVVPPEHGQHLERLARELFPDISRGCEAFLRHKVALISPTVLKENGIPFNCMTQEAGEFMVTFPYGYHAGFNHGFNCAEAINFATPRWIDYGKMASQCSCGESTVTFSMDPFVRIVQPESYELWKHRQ
RGS12 GoLoco inh – blocks human Gai1 binding to RGS12 GoLoco peptide, red readout; Gai1:RGS12 GoLoco peptide FP, rhodamine, 10 min; Potency, µM (highest dose often 61.6 µM), for the others: at the top dose activity, negative = inhibition, usual class: inhibitors; AID 880; 0.44% of 230,000 active; active = well fitted inhibition curve with a large enough effect, not every such curve was filed as active; inactive = no such curve, though single readings can be large or run the other way; also: nearly all actives have a fitted effect of over 30% in size; many of its hits are not listed in these tables
Target sequence (P63096 whole entry, looked up): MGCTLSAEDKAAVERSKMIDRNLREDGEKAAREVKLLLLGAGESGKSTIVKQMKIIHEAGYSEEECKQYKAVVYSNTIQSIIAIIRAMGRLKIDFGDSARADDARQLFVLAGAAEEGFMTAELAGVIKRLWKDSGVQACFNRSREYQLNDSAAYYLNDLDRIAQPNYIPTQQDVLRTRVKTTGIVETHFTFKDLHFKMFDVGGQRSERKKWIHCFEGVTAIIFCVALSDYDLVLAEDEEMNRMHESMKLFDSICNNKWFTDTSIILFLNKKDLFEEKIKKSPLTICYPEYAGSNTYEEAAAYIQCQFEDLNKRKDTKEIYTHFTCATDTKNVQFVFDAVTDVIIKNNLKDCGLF
Starred values were filed as active, the others as inactive; i = inactive; ? = inconclusive; nt = no result given; [ ] = remark or other dose. Unless noted, calls follow the shape of the dose curve; as a rule, active = well fitted curve in the direction sought with a large enough effect; inconclusive = small, poorly fitted or top-dose-only effect, or another doubt; inactive = no such curve, though single readings can be large; an effect the other way counts as inactive or inconclusive. Unless noted, % is scaled to controls: 0 for no effect and ±100 for the full control effect; potency is read from the fitted curve at half-maximal effect. An excerpt (hit frequency here may not be typical).

SMILES | Tau fibril ThT | TexasRed fluor | TRb-SRC2 inh | L3MBTL1 inh | Tau fibril FP | RECQ1 inh | JMJD2E inh | RGS12 GoLoco inh
COCc1c(C(=O)OC)nnn1-c1ccc(C(F)(F)F)cc1[N+](=O)[O-] | 6% | 0% | 4% | 22% | 2% | i | 0% | 4%
CC(=O)c1c(-c2ccc(Cl)cc2Cl)noc1C | -3% | -3% | -3% | 3% | -1% | 1% | -3% | -7%
COc1ccc(C(=O)Nc2ccccc2-c2ccccc2)cc1Cl | -10% | 1% | 2% | 15% | -3% | -8% | -8% | 3%
C=CCNC(=S)NN(c1ccccc1)c1ccccc1 | -6% | -3% | -7% | -4%[11.4 µM] | 4% | i | 0% | 10%
Cc1ccc(S(=O)(=O)NC(C)C(c2cccs2)N2CCN(C)CC2)cc1 (stereo not given) | -3% | -1% | -4% | 16% | -7% | -1% | 2% | -25%
CCc1ccccc1NC(=S)NC1CC2CCCC(C1)N2Cc1cccs1 (stereo not given) | -13% | -1% | -1% | -1% | -8% | -8% | 2% | 5%
CC(C)OC(=O)NC(c1ccccc1)C(Cl)(Cl)Cl (stereo not given) | 4% | 1% | -1% | 13% | 1% | -3% | 0% | 8%
CCCCN1CC[C@@H]2C=CC[C@H](C(=O)OC)[C@@H]2C1=O | -10%[81.4 µM] | 0%[201 µM] | -2%[201 µM] | -3% | 7%[81.3 µM] | -10%[81.1 µM] | nt | 81%[activator][88.7 µM]
CC1CCN(C(=O)Cn2cc(SCc3ccccc3)c3ccccc32)CC1 | -6% | 0% | 0% | nt | 8% | nt | nt | nt
Cc1ccc(S(=O)(=O)N2CCN(Cc3cccc(C)c3O)CC2)cc1 | -3% | 1% | -5% | -1% | 7% | -3% | 3% | -4%
CC(C)Cn1c(=O)c2ccccc2n2c(CCC(=O)Nc3cccc(Cl)c3)nnc12 | 8% | 5% | -3% | nt | -12% | nt | nt | nt
Cc1cc(C2=NNC(=NCc3ccccc3)SC2)c(C)n1-c1c(C)n(C)n(-c2ccccc2)c1=O | ? | 4% | -2% | -3% | 0% | -5% | -12% | 18%
COc1ccc(CN2C(=O)NC3(CCOc4ccccc43)C2=O)cc1F (stereo not given) | -7% | 0% | 8% | -4% | 9% | -2% | -3% | -39%
O=C(COc1cc(O)c2c(=O)cc(-c3ccccc3)oc2c1)c1ccccc1 | -6% | -2% | -1% | 0% | -9% | 7% | 1% | 9%
Cc1c(NC(=O)c2cc(-n3cnnc3)ccc2Cl)cccc1-c1nc2ccccc2s1 | -23% | 1% | 16% | 1% | -4% | -2% | -17% | 36%[activator]
CCCCN1Cc2c(nc3cc(-c4ccco4)[nH]n3c2=O)C1=O | ? | -7% | -6% | 28µM* | -3% | -8% | ? | -26%
COC(=O)c1sccc1-c1ccc(C(=O)Nc2ccccc2)o1 | ? | -1% | 2% | 12% | -11% | 2% | 5% | 4%
O=C(Nc1cnc(N2CCC(N3CCCCC3)CC2)c(C(=O)O)c1)c1ccc(Br)cc1 | -9% | -30% | 4% | nt | 2% | nt | nt | nt
CN(Cc1ccco1)S(=O)(=O)c1nnc(NC(=O)c2ccccc2Cl)s1 | ? | 4% | -11% | nt | -10% | nt | nt | nt
O=C(CSc1nnc(SCc2ccc(Cl)cc2)s1)N/N=C/c1c(Cl)cccc1Cl | 3% | 3% | 9% | 2% | -14% | 6% | 22% | -1%

Ordered by SMILES length (rising): 3 of the compounds above.
SMILES | Tau fibril ThT | TexasRed fluor | TRb-SRC2 inh | L3MBTL1 inh | Tau fibril FP | RECQ1 inh | JMJD2E inh | RGS12 GoLoco inh
C=CCNC(=S)NN(c1ccccc1)c1ccccc1 | -6% | -3% | -7% | -4%[11.4 µM] | 4% | i | 0% | 10%
CN(Cc1ccco1)S(=O)(=O)c1nnc(NC(=O)c2ccccc2Cl)s1 | ? | 4% | -11% | nt | -10% | nt | nt | nt
COCc1c(C(=O)OC)nnn1-c1ccc(C(F)(F)F)cc1[N+](=O)[O-] | 6% | 0% | 4% | 22% | 2% | i | 0% | 4%

Other compounds:
SMILES | Tau fibril ThT | TexasRed fluor | TRb-SRC2 inh | L3MBTL1 inh | Tau fibril FP | RECQ1 inh | JMJD2E inh | RGS12 GoLoco inh
Cc1ccc(NC(=O)CCCN2C(=S)NC(C)(C)CC2C)cc1 (stereo not given) | 3% | 0% | 1% | 9% | -2% | i | 14% | 7%
COc1ccc2cnn(CCOc3cc(C)ccc3C(C)C)c(=O)c2c1OC | ? | -3% | 0% | 15% | 10% | -7% | -22% | 0%
Cc1csc2nc(-c3cccc(NC(=O)C(C)C)c3)cn12 | -5% | -3% | -3% | nt | -2% | nt | nt | nt
COc1ccccc1CNC(=O)Cn1ncc2c(=O)oc3ccc(C)cc3c21 | -15% | 1% | 3% | nt | -9% | nt | nt | nt
C=CC1=C2C=C(C3CC3)N(Cc3ccco3)C=C2C(=O)C(C)(OC(=O)c2ccco2)C1=O (stereo not given) | 2%[11.5 µM] | -4%[11.2 µM] | 2%[11.2 µM] | nt | -7%[11.6 µM] | i[11.5 µM] | 12%[11.4 µM] | 3%[14.2 µM]
CCC(C)C1NC(=S)N(C2CCCCC2)C1=O (stereo not given) | -5% | -2% | -3% | 3% | -1% | -1% | -9% | 11%
CCCOc1ccc(CCN2CCC(=O)NC2=O)cc1C | -16% | -1% | -17% | -7% | 10% | -4% | 5% | -5%
CC(=O)c1cccc(N=C2NC(=O)C(CO)(CO)S2)c1 | -1% | 2% | -9% | -2% | 7% | -9% | 4% | 6%
Cc1ccc(NC(=O)C2CCCN(S(=O)(=O)c3ccc4c(c3)oc(=O)n4C)C2)nc1 (stereo not given) | -3% | 2% | -15% | -1% | -6% | i | 2% | 8%
COc1ccccc1N1CCN(C(=O)CSc2ncnc3scc(-c4ccccc4)c23)CC1 | ? | 0% | 1% | -13% | ? | -11% | 2% | 14%
CC1CCN(C(=O)Cn2cc(SCC(=O)Nc3ccccc3)c3ccccc32)CC1 | 11% | -1% | 1% | nt | -9% | nt | nt | nt
Cc1ccc(NC2=CC(=O)OC(C)C2)cc1 (stereo not given) | 1% | -1% | -24% | nt | 7% | i | ? | -13%
CCN(CC)C(=O)Cn1cc(SCC(=O)Nc2cc(C)on2)c2ccccc21 | 0% | -1% | 5% | -16% | 3% | i | 6% | 14%
O=C(Nc1ccc2nc(SCC(=O)N3CCc4ccccc43)sc2c1)c1ccc(Cl)cc1 | ? | 4% | -8% | nt | -5% | nt | nt | nt
COc1ccccc1NC(=O)C1=C(C)Nc2c(C(=O)Nc3ccc(C)cc3)cnn2C1c1cccc(OC)c1OC (stereo not given) | -9% | -5% | 1% | nt | -8% | nt | nt | nt
O=C(Cc1cccs1)N1CCN(S(=O)(=O)c2ccc(F)cc2)CC1 | -2% | 2% | -3% | nt | -1% | -5% | 3% | 9%
Cc1ccc(NC(=O)CS(=O)CC(=O)NCCCN(C)c2ccccc2)cc1 (stereo not given) | -6% | 7% | -2% | -15% | -3% | i | 4% | -7%
CCc1ccc(NC(=O)CSC2=Nc3ccccc3C3=NC(CCC(=O)NCc4ccco4)C(=O)N23)cc1 (stereo not given) | 6% | -1% | 9% | nt | 11% | nt | nt | nt
O=C(COC(=O)c1ccc(S(=O)(=O)N2CCCC2)cc1)NCc1ccccc1 | -12% | -1% | -4% | 3% | -1% | i | 3% | 0%
CC(C)SCCCOc1ccc(C(C)(C)C)cc1 | -11% | 1% | 0% | nt | -13% | -3% | 2% | -5%
C[C@H](NC(=O)Cc1cccc2ccccc12)C(=O)N1CCCN(C)CC1 | -2% | 0% | -4% | 19% | 3% | -2% | -2% | -2%
CCCCCCn1c(SCC(=O)c2c(N)n(C)c(=O)n(C)c2=O)nc2ccccc21 | -3% | -2% | -1% | nt | -4% | -7% | 18% | 5%
Clc1cccc(Cl)c1/C=C/c1nc2ccccc2[nH]1 | -12% | 0% | -4% | 16% | ? | ? | ? | -2%
CCc1ccc(CNCc2c(C(=O)O)c(C)n(Cc3c(F)cccc3Cl)c2C)cc1 | -10% | -1% | 9% | nt | -2% | nt | nt | nt
CCCCCCCCCCCC(CC1OC(=O)C1CCCCCC)OC(=O)C(CC(C)C)NC=O (stereo not given) | ? | -2% | 2% | nt | -2% | 3% | ? | 2%
CCNC(=O)Oc1ccc(-c2csnn2)cc1 | 6% | 1% | 0% | -14% | -2% | -5% | 1% | 6%
CCS(=O)(=O)CCSc1nc(C)cc(C)c1C#N | 6% | 0% | 1% | nt | 13% | -19% | -9% | -3%
C#CCOC(=O)/C(=C/c1ccc(F)cc1)NC(C)=O | 5% | 1% | 10% | -5% | -3% | -1% | 4% | 1%
COc1ccc(/C=C(\C#N)C(=O)OCC(=O)Nc2ccc(-c3nc4ccc(C)cc4s3)cc2)cc1 | ? | -1% | -3% | -6% | -5% | i | ? | 9%
COc1ccc2c(Cl)c(C(=O)NN3CCN(C)CC3)sc2c1 | 5% | 3% | -4% | -9% | 4% | 23% | 5% | 23%
CCOC(=O)c1cc(C#N)c(SCC(=O)c2cc(C#N)c(SC)nc2C)nc1C | ? | -5% | -3% | -2% | ? | 6% | -3% | 51%[activator]
Cc1ccsc1/C=C1\SC(N2CCOCC2)=NC1=O | ? | -3% | 1% | 0% | 0% | -9% | -1% | 8%
Cc1ccc(-n2nc(CC#N)c(C#N)c2N)cc1 | -20% | 1% | -1% | -3% | ? | -2% | -3% | nt
O=C(Cc1ccccc1)N/N=C/c1cc(Br)cc(Cl)c1O | ? | -3% | -1% | 17% | -3% | i | 6.3µM* | 19%
O=S(=O)(Nc1cc(Sc2cccc3cccnc23)c(O)c2ccccc12)c1ccc(F)cc1 | 13µM* | -9% | ? | 28µM* | 28µM* | -15% | 28µM* | -6%
CC1=C(C(=O)OC(C)C)C(c2c[nH]c3ccccc23)n2ncnc2N1 (stereo not given) | -12% | -1% | 7% | nt | 5% | -2% | -1% | 1%
COc1cc(OC)cc(C(=O)NC(=S)Nc2cccnc2)c1 | -9% | 0% | 4% | -11% | -15% | 0% | 0% | 10%
